# From PubChem BioAssay
# mcGAS inh – cyclic GMP-AMP synthase inhibitors, mouse, primary biochemical chemiluminescence. Q8C6L5. recombinant cGAS, Kinase-Glo ATP depletion luminescence. inhibition, % at 12.5 µM. actives 0.15% (n = 160,000);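 also: 0% = negative control wells and 100% = reference inhibitor with no enzyme activity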
# NPYLR7 ag – agonists of mosquito NPYLR7 receptor, primary screen, cell-based, Aedes aegypti, calcium fluorescence, mosquito biting behavior; Aedes aegypti neuropeptide Y-like receptor 7 (NPYLR7); activation, % at 10 µM; actives 0.15% (n = 270,000); AID 1259423, 2018; HEK293T NPYLR7/Galpha15, GCaMP6s calcium fluorescence; in the data active = activation above about 40%;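 also: 0% = vehicle and 100% = reference agonist at the receptor; some compounds past the cut are filed as inactive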
# hcGAS lum – Primary biochemical luminescence assay for human cyclic GMP-AMP synthase inhibitors; actives 0.081% (n = 290,000); Q8N884; AID 1259398, 2018; inhibition, % at 12.5 µM; recombinant h-cGAS, ATP depletion, Kinase-Glo luminescence;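 also: 0% = vehicle reaction and 100% = reaction without DNA for no activity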
# Target sequence (Q8N884 whole entry, looked up): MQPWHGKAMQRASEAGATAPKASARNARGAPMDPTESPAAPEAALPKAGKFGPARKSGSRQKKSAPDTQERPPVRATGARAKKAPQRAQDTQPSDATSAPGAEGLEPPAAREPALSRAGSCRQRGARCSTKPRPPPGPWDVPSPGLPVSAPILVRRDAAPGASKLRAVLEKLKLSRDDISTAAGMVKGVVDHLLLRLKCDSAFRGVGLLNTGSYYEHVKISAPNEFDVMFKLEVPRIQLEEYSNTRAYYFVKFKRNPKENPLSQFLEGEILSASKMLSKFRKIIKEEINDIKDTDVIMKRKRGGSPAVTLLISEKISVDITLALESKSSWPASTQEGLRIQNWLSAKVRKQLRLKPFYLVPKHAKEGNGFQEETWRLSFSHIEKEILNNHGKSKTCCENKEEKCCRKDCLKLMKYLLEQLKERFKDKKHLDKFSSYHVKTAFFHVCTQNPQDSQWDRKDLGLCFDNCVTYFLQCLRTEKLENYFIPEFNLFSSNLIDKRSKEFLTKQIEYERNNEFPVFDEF
# Starred values were filed as active, the others as inactive; · = not tested or not shown; & = joins results of further samples. Rule as the data show it, unless noted: active = inhibition above about 40%; inactive = the rest.
molecule,mcGAS inh,NPYLR7 ag,hcGAS lum
Cn1c(CCC(=O)NC2CCC(n3cnnc3)CC2)nc2cccnc21 (stereo not drawn),·,19,-7
C=CC(C)(O)CN(CCOC)Cc1nc2scc(-c3ccc(C)cc3C)c2c(=O)[nH]1 (stereo not drawn),-4,-9,0
Cc1ccsc1CN(Cc1ccc2c(c1)OCO2)C(=O)CN(C(=O)c1ccc(F)cc1)C(C)C,-9,·,-4
COc1ccc(-c2nc3ccc(C)cn3c2NC(=O)c2ccc(C)cc2)cc1OC,-10,-4,-11
C=CCn1c(CO)nc2ccccc21,·,2,-6
O=C(CN1CCN(c2ccc([N+](=O)[O-])c3cnccc23)CC1)NCc1ccccc1,·,-7,-3
Cc1cccc(-n2c(-c3cc(-c4ccccc4)nc4ccccc34)n[nH]c2=S)c1,·,-8,-3
CCCCCN1N=C(C)Cn2c1nc1c2c(=O)n(C)c(=O)n1C,-9,-1,-6
O=C(CSc1ccc2c(c1)OCCO2)NCc1ccc(N2CCCC2)nc1,·,3,-7
O=C(CN1C(=O)CCC1=O)Nc1nnc(-c2ccc(Cl)s2)o1,·,-3,4
COc1ccc(CCC(=O)Nc2c(C)nc3sc(C)c(C)n3c2=O)cc1,·,9,-6
O=[N+]([O-])c1cnc(NCc2cccnc2)c([N+](=O)[O-])c1,-4,-2,-7
CCn1nnnc1NCc1ccsc1,·,3,-7
CC(C1CC1)N(C(=O)c1ccc([N+](=O)[O-])cc1)c1ccccc1 (stereo not drawn),-5,-7,-4
COc1ccc2c(c1)C1(SCCN1C(=O)NC(C)C)C(=O)N2Cc1ccc(C(F)(F)F)cc1 (stereo not drawn),-3,-4,3
CC1SC(=S)NN1c1ccccc1 (stereo not drawn),·,1&6,-4&-5
Cc1cc(C)c2nc(NNC(=O)c3ccc(N(C)C)cc3)sc2c1,-8,4,-7
CCOC(=O)Cn1ncc2c1CCN(C(=O)C1=NNC(=O)CC1)C2,·,-1,-1
Cc1ccc(S(=O)(=O)n2ncc(Sc3ccc(C(C)C)cc3)c(Cl)c2=O)cc1,·,8,-7
O=c1[nH]c(Nc2ccccc2)nnc1Cc1ccccc1,·,-5,-4
CCOC(=O)C1(Cc2ccccc2)CCCN(Cc2nc[nH]c2C)C1 (stereo not drawn),-12,26,-11
CCCCC1CCC(C(=O)OCC(=O)NC(N)=O)CC1 (stereo not drawn),·,4,1
CC(C)CCCC1CN(S(=O)(=O)c2ccsc2)CCO1 (stereo not drawn),-8,-3,-5
CC(C)c1nnc(SCC(=O)Nc2sccc2C(N)=O)n1C1CC1,·,14,-10
Cc1[nH]cnc1-c1nccn1Cc1cnn(Cc2ccccc2)c1,-16,1,3
CC1=NN(c2ccc(C(=O)NCc3cc4ccccc4[nH]3)cc2)CC1,-18,1,-4
COc1ccc(NC(=O)CCC2CCCN(C(=O)c3cnc4ccccc4c3)C2)c(C)c1 (stereo not drawn),·,6,-9
CC(=O)N(C[Si](C)(F)F)C(C)c1ccccc1 (stereo not drawn),·,-2,-4
Cc1ccc(C(NC(=O)Cc2ccccn2)c2cccnc2)cc1C (stereo not drawn),·,7,-6
NC(=O)c1cnc2n1CCN(C(=O)c1ccccc1-c1ccccc1)C2,·,10,-4

# Molecules listed so far that have a halogen (5):
molecule,mcGAS inh,NPYLR7 ag,hcGAS lum
Cc1ccsc1CN(Cc1ccc2c(c1)OCO2)C(=O)CN(C(=O)c1ccc(F)cc1)C(C)C,-9,·,-4
O=C(CN1C(=O)CCC1=O)Nc1nnc(-c2ccc(Cl)s2)o1,·,-3,4
COc1ccc2c(c1)C1(SCCN1C(=O)NC(C)C)C(=O)N2Cc1ccc(C(F)(F)F)cc1 (stereo not drawn),-3,-4,3
Cc1ccc(S(=O)(=O)n2ncc(Sc3ccc(C(C)C)cc3)c(Cl)c2=O)cc1,·,8,-7
CC(=O)N(C[Si](C)(F)F)C(C)c1ccccc1 (stereo not drawn),·,-2,-4

# (listing goes on)
molecule,mcGAS inh,NPYLR7 ag,hcGAS lum
Cc1ccc(NC(=O)C(C2CCCC2)N2CCN(C(=O)c3cccc(Br)c3)CC2)cc1F (stereo not drawn),-3,-2,-1
COc1ccc(C)cc1NC(=O)Cn1c(C)csc1=O,·,-8,-9
CCC(C)NC(=O)CSc1n[nH]c(C=Cc2cccs2)n1 (stereo not drawn),-7,10,-5
CCOC(=O)CN(C)C(=O)c1cn(CCCc2ccccc2)nn1,-2,-3,4
Fc1ccc(NN=C2CCCc3ccccc32)c(F)c1,-1,3,-9
CNC(=O)NC(=O)CN1C(=O)NC2(CCC(C)CC2)C1=O (stereo not drawn),·,2,-8
COc1ccccc1-c1ccc(C(=O)N2CCN(C)C(C)C2)cc1 (stereo not drawn),·,-4,-3
O=C(c1cccnc1Cl)N1CC(=O)N2CCc3cc(F)ccc3C2C1 (stereo not drawn),0,-11,1
CCc1nnc(NC(=O)CC23CC4CC(CC(Br)(C4)C2)C3)s1,·,-2,-10
O=C(CNC(=O)c1ccc2c(c1)OCCO2)N=Nc1c(O)n(Cc2ccccc2)c2ccccc12,-5,0,-3
O=S1(=O)CCC(N2CCN(c3nc(C(F)(F)F)nc4ccccc34)CC2)C1 (stereo not drawn),·,-1,-1
CCc1nc(CN2CCN(c3ncnc4c(C)csc34)CC2)c(C)[nH]1,-12,10,-5
CCn1c(=O)c(C)nc2cc(C(=O)NC3CCOc4ccccc43)ccc21 (stereo not drawn),·,6,2
COCc1ccccc1NCc1cn2c(C)cccc2n1,·,2,1
CN(C)c1ccc(NC(=O)C2CCCC2)cc1CN(CC1CCCO1)C(=O)c1ccccc1Cl (stereo not drawn),-5,-6,-10
Cc1ccc2[nH]c(C)c(CC(=O)n3ccccc3=NC(C)C)c2c1,·,1,-5
Cc1ccc(C(=O)Nc2cccc(NC(=O)CNC(=O)N(C)C)c2)cc1,-10,-1,0
O=C(O)C1COC2(CCN(C(=O)c3ccccc3Cl)CC2)N1C(=O)c1ccco1 (stereo not drawn),-2,1,2
COc1ccc(CCNC(=O)c2c(C)noc2-c2ccc(OC(F)(F)F)cc2)cc1OC,-8,22,-4
Cc1ccc(CN(CCN2CCOCC2)Cc2ccc(C(O)(c3cccc(F)c3)c3cccc(F)c3)o2)s1,-5,1,-3
c1cncc(C2CN(c3nccnc3N3CCCC3)C2)c1,-16,1,-2
NCc1cc2c(s1)CCSC2,·,0,-1
CCOC(=O)C1(CCOC)CCN(C(=O)c2ccc(NC(C)=O)cc2)CC1,-7,6,-5
O=C(Cc1ccc([N+](=O)[O-])cc1)NCc1nnnn1-c1ccc(Cl)cc1,-8,0,-7
O=C(Nc1ccc(N2CCOCC2)cc1)c1csc(-c2cc3ccccc3[nH]2)n1,·,2,-1
NC(=O)c1cnn2c1NC(c1ccc3c(c1)OCO3)CC2C(F)(F)F (stereo not drawn),-7,3,-7
CCc1c(C)sc2ncnc(-c3ccc(C(=O)N(C)C)cc3)c12,·,9,-1
CC(Cn1cnc2ccccc21)C(=O)NN=Cc1cccc(O)c1 (stereo not drawn),·,15,-5
CC(C)S(=O)(=O)NC(=O)C1(C)CCN1C(=O)c1ccc(C2CCCCC2)cc1 (stereo not drawn),·,5,0
CCOC(=NCc1ccccn1)NC(=O)c1ccc2c(c1)OCO2,-6,-10,-8

# (list continues)
molecule,mcGAS inh,NPYLR7 ag,hcGAS lum
COc1ccccc1C(=O)N(Cc1c(-c2ccccc2F)noc1N1CCOCC1)CC1CCCO1 (stereo not drawn),-6,8,-4
COc1ccc2c(=O)c(Oc3ccccc3)c(C(F)(F)F)oc2c1,·,20,-3
CCS(=O)(=O)c1ccc2c(c1)N(c1ccccc1)C(=O)C(C)O2 (stereo not drawn),·,8,0
COc1cc(-c2nnc(SCCOc3ccc(F)cc3)o2)cc(OC)c1OC,·,-3,-3
COc1cccc(Cn2nc(C(=O)N3CCCC(O)C3)c3c2CCN(C2CCSC2)C3)c1 (stereo not drawn),-8,19,-15
COc1ccccc1OCc1nc(Cc2ccccc2)n[nH]1,-13,0,2
O=C1CSC(=S)N1N=Cc1cc(Br)c(O)c(Br)c1,60*,67*,43*
C=CCc1cccc2cc(C(=O)Nc3ccc(C)cc3Br)c(=O)oc12,-7,-2,-6
COCc1ccc(C(=O)N2CCCC(Nc3ccc(C(C)C)cc3)C2)s1 (stereo not drawn),-2,-1,-1
O=C(c1cccc(C(F)(F)F)c1)N1CCCc2cc(S(=O)(=O)N3CCCCC3)ccc21,·,0,2
COC(=O)c1ccc(Cn2c(-c3nnco3)cc3ccccc32)cc1,-8,-1,-5
O=C(c1cn(C2CCCCC2)nn1)N(CC1CC1)CC1CCCO1 (stereo not drawn),·,4,-11
Fc1ccccc1OCCOc1ccc(Cl)c2cccnc12,·,2,0
Cc1cc(F)ccc1S(=O)(=O)N1CC[C@@](C)(O)[C@@H](CC(C)C)C1,-3,-4,-2
O=C(CC1CCc2ccccc21)N1Cc2cnn(CCO)c2C1 (stereo not drawn),·,3,-4
COc1ccc2c(c1)cc1n2CCn2nnnc2-1,-5,1,-9
CCC1=NOC(c2nc3sc(CC)cc3c(=O)[nH]2)C1 (stereo not drawn),·,-1,-6
Cc1c([N+](=O)[O-])c(C(=O)N2CCSCC2)nn1C,·,8,-4
Cc1cc(C)cc(OCC(=O)NNC(=O)c2cccc(C)c2)c1,·,-2,-7
Cc1cccc(NC(=O)CNC(=O)CNC(C)C)c1,-2,-4,-5
COc1ccccc1N1CCN(C(=O)c2cc(-c3ccc(C)cc3)nc3cc(C(C)(C)C)nn23)CC1,-5,3,0
COc1ccc(/C=C/CN2CCC(C(=O)NC(c3ccc(Cl)cc3)c3cnccn3)CC2)cc1 (stereo not drawn),-4,14,-6
COc1ccc(-c2cccc(-c3ccc(NC(=O)c4cccc(C#N)c4)cc3)n2)cc1,-6,-6,-5
COCc1nn2c(-c3ccccc3)c(C(C)=O)cnc2c1-c1ccccc1,·,-10,-4
Cc1ccc(S(=O)(=O)OCC(C)(C)C)cc1,·,5,-5
CC(Cn1cncn1)NC(=O)Nc1cc(F)ccc1Cl (stereo not drawn),·,5,-15
CN(C)c1ccc(CN2CCC(C(=O)NC(c3ccc(-c4ccccc4)cc3)c3cnccn3)CC2)cc1 (stereo not drawn),-2,-3,-2
Cc1nnsc1C(=O)N1CCCC(Nc2ccc(C(C)C)cc2)C1 (stereo not drawn),-2,-2,-8
CCCNc1nc(SC)nc(-c2ccccc2)c1C#N,·,-5,-6
Cc1cc(C)cc(N2CCC(N3CCN4CCNC(=O)C4C3)CC2)c1 (stereo not drawn),-9,9,0

# Additional results follow:
molecule,mcGAS inh,NPYLR7 ag,hcGAS lum
CCC(CC)CN(CC)C(=O)c1cc(C)no1,·,11,-11
O=C(NCCc1ccc(F)cc1)c1ccc(-c2cc(-c3cccc(C(F)(F)F)c3)n[nH]2)cc1,-6,3,-5
O=C(Nc1ccc(Oc2ccccc2F)cc1)C1CCN(C(=O)C2=CCCC2)CC1,-9,-1&7,-8&-3
N#Cc1cccc(S(=O)(=O)Cl)c1,-7,-5,-3
Cc1nc2cc(F)ccc2cc1C(=O)N1CCN(S(=O)(=O)c2ccc(Cl)c(Cl)c2)CC1,-7,1,-2
C=CCOC(=O)c1sc2nc(CN(Cc3ccccc3)CC(O)CCC)[nH]c(=O)c2c1C (stereo not drawn),-6,7,-4
CC(Nc1nc(CCN)nc2ccccc12)c1ccccc1-n1cccn1 (stereo not drawn),-18,5,-8
CC(C)C(=O)N1CCCC(OCc2cccc(OC(F)(F)F)c2)C1 (stereo not drawn),·,-1,1
CCCCCCN1CC2=C(C1=O)C(c1cc(F)c(F)cc1F)NC(=O)N2C (stereo not drawn),-5,3,-4
O=C(Nc1cccnc1)c1cc(-c2cccs2)n(C2CCS(=O)(=O)C2)n1 (stereo not drawn),·,2,-4
CCN(Cc1nc(C)no1)C(=O)c1cccc(-c2cccc(F)c2)c1,·,2,-8
O=C1CC(C(=O)N2CCN(c3cccc(O)c3)CC2)CN1Cc1ccc(Cl)cc1 (stereo not drawn),·,6,-4
CCCCCCC(=O)N1CCN(c2cc(Oc3ccc(Cl)cc3F)ncn2)CC1C (stereo not drawn),-5,12,-4
CS(=O)(=O)Nc1ccccc1C1=NN(S(C)(=O)=O)C(c2ccccc2F)C1 (stereo not drawn),-7,7,-9
COc1cccc(-c2cccc3c2NC(=O)C3(C)Cc2ccccc2)c1 (stereo not drawn),-3,4,2
COc1ccccc1-n1c(CNC(=O)c2ccco2)nnc1SCC(=O)N1CCc2ccccc21,-3,11,-5
CC(=O)N1CCc2c(sc(NC(=O)/C=C/c3cccs3)c2-c2nc3ccccc3s2)C1,·,1,-2

# Of the compounds above, four have bromine.
molecule,mcGAS inh,NPYLR7 ag,hcGAS lum
Cc1ccc(NC(=O)C(C2CCCC2)N2CCN(C(=O)c3cccc(Br)c3)CC2)cc1F (stereo not drawn),-3,-2,-1
CCc1nnc(NC(=O)CC23CC4CC(CC(Br)(C4)C2)C3)s1,·,-2,-10
O=C1CSC(=S)N1N=Cc1cc(Br)c(O)c(Br)c1,60*,67*,43*
C=CCc1cccc2cc(C(=O)Nc3ccc(C)cc3Br)c(=O)oc12,-7,-2,-6
